FXIIa single: blocks human coagulation factor XIIa activity; purified human FXIIa, AMC substrate fluorescence, 2 h; inhibition, % at 10 µM; P00748; 0.2% of 33,000 active; in the data active = inhibition above about 30%;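 note: 0% = enzyme with vehicle only and 100% = no enzyme blank; many of its hits are not listed in these tables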
Target sequence (P00748 20-372 limits assumed): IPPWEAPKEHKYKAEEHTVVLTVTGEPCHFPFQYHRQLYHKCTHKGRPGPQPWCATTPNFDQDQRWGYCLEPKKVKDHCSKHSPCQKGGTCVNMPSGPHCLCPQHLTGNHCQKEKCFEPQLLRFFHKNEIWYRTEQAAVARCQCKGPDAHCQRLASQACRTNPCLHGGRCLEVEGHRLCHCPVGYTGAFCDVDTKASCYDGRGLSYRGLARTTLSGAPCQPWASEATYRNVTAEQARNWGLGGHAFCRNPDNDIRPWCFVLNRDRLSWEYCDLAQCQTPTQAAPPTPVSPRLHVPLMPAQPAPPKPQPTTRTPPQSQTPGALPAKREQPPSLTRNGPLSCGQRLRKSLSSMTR
Target sequence (P00748 373-615 limits assumed): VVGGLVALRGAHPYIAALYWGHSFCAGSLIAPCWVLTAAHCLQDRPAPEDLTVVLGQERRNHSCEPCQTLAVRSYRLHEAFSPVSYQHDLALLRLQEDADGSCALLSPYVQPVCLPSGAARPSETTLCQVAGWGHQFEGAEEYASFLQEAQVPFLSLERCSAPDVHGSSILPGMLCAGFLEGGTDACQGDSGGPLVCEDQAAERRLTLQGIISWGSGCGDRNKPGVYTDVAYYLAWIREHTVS
FXIa single inh: inhibitors of human coagulation factor XIa | inhibition, % at 10 µM | 0.3% of 33,000 active | P03951 | purified human FXIa, fluorogenic AMC substrate cleavage;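 active = inhibition above 40% in the primary screen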;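 note: 0% = enzyme without compound and 100% = blank wells lacking enzyme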
* marks the source's active call; other numbers are inactive results. Some of the compounds tested; the hit share may differ from the screen's.

cpd	Molecule	FXIIa single	FXIa single inh
1	CCOC(=O)N1CCN(C(=O)CCCn2c(=S)[nH]c3ccc(Br)cc3c2=O)CC1	3	6
2	CCOc1ccc(CC(C(N)=O)C(N)=O)cc1CN(C)C	4	5
3	Cc1ccc(NC(=O)N2CCC(NC(=O)C(C)(C)C)CC2)cc1	4	4
4	NC(=O)C1CCN(C(=O)Cn2cccc2C(=O)c2ccccc2)CC1	3	-9
5	O=C(O)CC1S/C(=N/N=C/c2ccc(-c3ccc(Cl)cc3[N+](=O)[O-])o2)NC1=O (stereo not drawn)	15	5
6	CCCNc1nc(OC(C(F)(F)F)C(F)(F)F)nc(OC(C(F)(F)F)C(F)(F)F)n1	7	-3
7	CCOC(=O)c1c(C)oc2ccc(NS(=O)(=O)c3cccs3)cc12	3	-6
8	Brc1cc(Br)c2nc(-c3cccs3)ccc2c1	-12	15
9	Cc1ccc(S(=O)(=O)N2CCCCC2C(=O)N2CCN(c3ccccc3F)CC2)cc1 (stereo not drawn)	8	3
10	Cc1nnc(NC(=O)C2CCCN(S(=O)(=O)Cc3ccccc3)C2)s1 (stereo not drawn)	-2	6
11	COc1ccc(OC)c(Nc2nc(N)nc(CSc3nnc(-c4ccncc4)o3)n2)c1	2	-3
12	CC(=O)c1cccc(NC(=O)c2ccc(N(Cc3ccc(C)cc3)S(C)(=O)=O)cc2)c1	1	-3
13	Cc1ccc(C)n1-c1ccc(-c2nnco2)cc1	5	-1
14	O=C(Nc1ccc2c(c1)OCO2)c1ccc(S(=O)(=O)NCC2CCCO2)cc1 (stereo not drawn)	6	4
15	CCOc1ccc(-n2cnnn2)cc1S(=O)(=O)NC1CC1	2	-6
16	COCCCn1c(Cc2csc(Nc3cccc(Cl)c3)n2)nnc1SCC(=O)OC1CCCCC1	1	-6
17	O=C1OC(c2ccccc2)=N/C1=C\N1CCCCC1	8	1
18	O=C(CC1(O)C(=O)N(CN2CCOCC2)c2ccccc21)c1ccccc1 (stereo not drawn)	-13	-12
19	Cc1ccc(S(=O)(=O)N(C)CC(=O)NC2CCCC2)cc1	-4	-2
20	O=C(CSc1nn(-c2ccccc2)c(=S)s1)NC(=O)NCc1ccco1	8	-3
21	COc1ccc(-c2cc(C(=O)Nc3c(C)nn(Cc4ccccc4)c3C)no2)cc1	8	6
22	Cn1[nH]c(=O)c2ccccc2c1=O	4	-3
23	C=CCOC(=O)Nc1snnc1C	4	-3
24	CC(=O)N(Cc1ccccc1)c1ncc2c(n1)c(=O)c(C#N)c1ccccn12	6	2
25	O=C(O)CCc1c(C(=O)O)[nH]c2ccccc12	8	3
26	CC(C)(C)n1nnnc1C(c1ccc(F)cc1)N(Cc1ccc(F)cc1)Cc1ccco1 (stereo not drawn)	3	0
27	OCCNc1nc(Nc2ccccc2)nc2ccccc12	2	0
28	Cc1nc(N2CCc3ccccc3C2)[nH]c(=O)c1CCC(C)C	7	4
29	CCCCNCc1cc(OCC)c(OCC(N)=O)cc1Br	-13	26
30	CC(C(=O)OCc1nnc(-c2ccccc2)o1)N1C(=O)c2ccccc2C1=O (stereo not drawn)	1	-1
31	CN(CCCNC(=O)CN1C(=O)CC(C)(C)S(=O)(=O)c2ccccc21)C1CCCCC1	3	0
32	CN1CCC(=NNC(=O)C(=O)NC2CCCC2)CC1	8	-3
33	Cn1ccnc1SCC(=O)Nc1ccc2nc(SCC(=O)NC3CC3)sc2c1	4	-6
34	CC1=CC(C)(C)Nc2cc(C)c(C)cc21	2	1
35	CCC(=O)N(CCC(c1ccco1)c1ccccc1OC)Cc1cccs1 (stereo not drawn)	7	-15
36	Cc1nc(SCC(=O)Nc2ccc(F)cc2)c2oc3ccccc3c2n1	1	-2
37	C=CCOc1cccc(C2C(C(=O)c3ccc(C)o3)=C(O)C(=O)N2CCN(C)C)c1 (stereo not drawn)	1	4
38	CC1(C)N=C(SCC(=O)Nc2ccccc2)C(c2ccc(Cl)cc2)=N1	-11	2
39	COc1ccc(C(=O)NCCc2nnc(SCC(=O)Nc3ccc(Br)cc3)n2C)cc1	9	-1
40	O=C(CSc1ncccn1)NCc1ccc(F)cc1	5	-7
41	CC(C)(C)n1nnnc1C(c1cccnc1)N(Cc1ccccc1)Cc1cccs1 (stereo not drawn)	6	4
42	O=C(CC(CC(=O)c1ccccc1)C(=O)O)c1ccccc1	4	3
43	Cn1c(=O)oc2cc(S(=O)(=O)NCCN3CCN(c4ccccc4)CC3)ccc21	-13	-15
44	CCCNC(=O)c1ccccc1NC(=O)COc1ccc(OC)cc1	7	-3
45	Cc1cc(NCCC(C)C)n2nc(C)c(-c3ccccc3)c2n1	1	1
46	O=C(Oc1ccc(N(Cc2cccs2)C2=NS(=O)(=O)c3ccccc32)cc1)c1ccccc1Cl	8	4
47	CCCCN(C(=O)Cn1nnc2ccccc21)C(C(=O)NCCOC)c1ccc(OC)cc1OC (stereo not drawn)	7	3
48	CCCCC[C@H](O)/C=C/[C@@H]1[C@@H](CCCCCCC(=O)O)[C@@H](O)C[C@H]1O	9	5
49	CC(=O)Nc1ccc(S(=O)(=O)Nc2nc3ccccc3s2)cc1	0	-6
50	CCOc1ccc(-n2cc(C(=O)Nc3cccc(OC)c3)c3cc(OC)c(OC)cc3c2=O)cc1	-13	-14

The list continues:
cpd	Molecule	FXIIa single	FXIa single inh
51	Cc1ccc2nc(-c3ccc(NC(=O)c4ccco4)cc3)[nH]c2c1	7	-2
52	O=C(Cc1coc2ccc3ccccc3c12)Nc1nccs1	1	13
53	COCCNS(=O)(=O)c1cc(Br)ccc1OC	11	1
54	O=S(=O)(NCC1OCCc2ccccc21)c1ccccc1 (stereo not drawn)	3	-13
55	Cc1cc(C(=O)NCCCN2CC(C)CC(C)C2)n(-c2ccccc2)n1 (stereo not drawn)	7	3
56	CNC(=O)CN(c1cccc2ccccc12)S(C)(=O)=O	5	-3
57	C[C@]12C[C@H](O)[C@H]3[C@@H](CCC4=CC(=O)CC[C@@]43C)[C@@H]1CC[C@@H]2C(=O)CO	5	0
58	COc1cc(S(=O)(=O)N(Cc2cccs2)CC2CCCO2)ccc1-n1cnnn1 (stereo not drawn)	8	0
59	Cc1ccc(N2/C(=N/c3nc(C)cc(C)n3)NC(=O)CC2C(=O)O)cc1 (stereo not drawn)	-17	15
60	C/C(=N\O)c1c(C)c2ccccc2n1C	2	-4
61	COc1ccc(OC)c(C(c2nnnn2C(C)(C)C)N2CCc3ccccc3C2)c1 (stereo not drawn)	4	8
62	O=C(NCCc1ccccc1)C1CCCN1S(=O)(=O)c1ccc(F)cc1 (stereo not drawn)	-14	1
63	CC(=O)N1CCCc2cc(S(=O)(=O)CCC(=O)N3CCN(c4ccccc4)CC3)ccc21	-16	-14
64	CCOC(=O)N1CCN(c2nc(C)cc(C(F)(F)F)n2)CC1	6	-7
65	Cc1csc(NC(=O)c2cc3c(s2)CCCC3)n1	12	-5
66	Nc1ccc(C(=O)Nc2ccccc2C(=O)O)cc1	15	-2
67	COc1ccc(N(CC(=O)NCCSc2ccccn2)S(C)(=O)=O)cc1	3	3
68	NC(=O)CN1CCOCCOCCN(CC(N)=O)CCOCC1	8	12
69	O=S(=O)(c1ccc(Br)s1)N1CCN(c2ncccn2)CC1	24	10
70	CCn1c(=NC(=O)CSC(C)=O)sc2ccccc21	3	3
71	O=C(NCC1CCN(c2ccc(S(=O)(=O)N3CCOCC3)cc2)CC1)c1cccc(Cl)c1	8	-2
72	CC(=O)C1=C(O)C(=O)N(Cc2ccccc2)C1c1ccccc1F (stereo not drawn)	5	11
73	CC(=O)c1ccc(NC(=O)N2CCN(c3cccc(Cl)c3)CC2)cc1	5	-5
74	COC(=O)c1cccc(-n2[nH]nnc2=S)c1	6	9
75	Cc1ccc(C(c2nnnn2C2CCCC2)N2CCN(c3nc4ccccc4s3)CC2)cc1 (stereo not drawn)	5	-6
76	Cc1cc(NC(=O)CN2CCCCC2C)no1 (stereo not drawn)	4	-9
77	CN(c1ccccc1C(N)=O)S(=O)(=O)c1ccccc1	1	0
78	C=C1CSc2nc(=O)c3c(C)c(C)sc3n21	2	0
79	C/C(=N/Oc1nc(C)cc(C)n1)c1ccc(F)cc1	12	1
80	CC(C)CN(CCC(=O)O)CC(C)C	12	-3
81	CCOC(=O)C1=C(C)NC2=C(C(=O)CCC2)C1c1cccs1 (stereo not drawn)	4	1
82	CSc1ccc(-c2nnn(Cc3ccc(C)cc3)n2)cc1	3	1
83	CC1CN(Cc2ccc(Cl)cc2Cl)CC(C)O1 (stereo not drawn)	8	2
84	CCS(=O)(=O)NCC(c1cccnc1)N1CCN(c2ccc(F)cc2)CC1 (stereo not drawn)	8	-4
85	COc1cc(/C=N/n2cnnc2)ccc1OCc1ccc(C)cc1	-8	17
86	COc1cccc(CNn2c(-c3cccc(C)c3)nc3ccccc3c2=O)c1	9	-2
87	CC(C)Cn1c(=O)[nH]c2ccccc21	5	-10
88	CC1(C(=O)NC2CCCC2)CCC(=O)N1Cc1ccccc1Cl (stereo not drawn)	6	5
89	N#CC1=C(N)OC2=C(C(=O)CCC2)C12CCN(C(=O)OCc1ccccc1)CC2	-14	-1
90	c1csc(-c2nn3c(C4CCCCC4)nnc3s2)c1	6	1
91	COc1ccc(OC)c(S(=O)(=O)N2c3cc(F)ccc3CCC2C)c1 (stereo not drawn)	5	7
92	Cc1ccc(C(C)C)c(Oc2nnnn2-c2ccccc2)c1	0	-2
93	O=C(COc1cc(Cl)c(Cl)cc1Cl)NC(=O)NC1CCCC1	4	-4
94	Cc1cc(C)n(C(=O)CNC(=O)c2cccs2)n1	-17	0
95	O=C(Nc1ccc(NC(=O)C2CC2)nc1)c1ccco1	0	-3
96	Cc1cccc(NC(=O)c2ccc3ccccc3n2)c1C	3	-2
97	Fc1cccc(Cl)c1Cn1nnc(-c2ccc(N3CCOCC3)cc2)n1	5	-10
98	CC1CCN(S(=O)(=O)c2ccc(Br)s2)CC1	6	2
99	COc1ccc(Nc2nc(-c3sc(NC(C)=O)nc3C)cs2)cc1	25	12
100	N#Cc1c(NC(=O)CCC(=O)O)sc2c1CCCC2	8	-1

Entries shown so far that have a Cl atom:
cpd	Molecule	FXIIa single	FXIa single inh
5	O=C(O)CC1S/C(=N/N=C/c2ccc(-c3ccc(Cl)cc3[N+](=O)[O-])o2)NC1=O (stereo not drawn)	15	5
16	COCCCn1c(Cc2csc(Nc3cccc(Cl)c3)n2)nnc1SCC(=O)OC1CCCCC1	1	-6
38	CC1(C)N=C(SCC(=O)Nc2ccccc2)C(c2ccc(Cl)cc2)=N1	-11	2
46	O=C(Oc1ccc(N(Cc2cccs2)C2=NS(=O)(=O)c3ccccc32)cc1)c1ccccc1Cl	8	4
71	O=C(NCC1CCN(c2ccc(S(=O)(=O)N3CCOCC3)cc2)CC1)c1cccc(Cl)c1	8	-2
73	CC(=O)c1ccc(NC(=O)N2CCN(c3cccc(Cl)c3)CC2)cc1	5	-5
83	CC1CN(Cc2ccc(Cl)cc2Cl)CC(C)O1 (stereo not drawn)	8	2
88	CC1(C(=O)NC2CCCC2)CCC(=O)N1Cc1ccccc1Cl (stereo not drawn)	6	5
93	O=C(COc1cc(Cl)c(Cl)cc1Cl)NC(=O)NC1CCCC1	4	-4
97	Fc1cccc(Cl)c1Cn1nnc(-c2ccc(N3CCOCC3)cc2)n1	5	-10

Going on with the list:
cpd	Molecule	FXIIa single	FXIa single inh
101	COc1ccc(CNC(=O)CSc2nnnn2Cc2ccccc2)cc1	7	2
102	Fc1ccccc1CSc1nc2ncc(Br)cc2[nH]1	5	1
103	CCN(CC)Cc1c(O)ccc2c(=O)c(-c3ccc4c(c3)OCCO4)coc12	2	3
104	COc1ccc(N=C2C(=Nc3ccc(OC)cc3)N(c3ccccc3)C(=S)N2C(=O)c2ccc(Cl)cc2)cc1	6	7
105	COCc1[nH]nc2c1C1(C(=O)Nc3ccc(F)cc31)C(C#N)=C(N)O2 (stereo not drawn)	2	-6
106	CCOC(=O)c1c(C)n(C)c2ccc(OC)c(NC(=O)c3cccs3)c12	6	0
107	O=C(NCC1COc2ccccc2O1)c1cn(Cc2ccc(F)cc2)nn1 (stereo not drawn)	28	5
108	CCCCn1c(-c2ccco2)nc2ccccc2c1=O	8	6
109	CCOC(=O)NC(=O)CSc1nnc(C)s1	3	-9
110	Cc1ccc(-c2nc3cc(NS(=O)(=O)c4ccc(C)cc4)ccc3o2)cc1	0	-10
111	COc1cccc2c(=O)n(CC(=O)Nc3ccc(F)cc3F)ccc12	5	6
112	O=C1CCCN1c1ccc(S(=O)(=O)NCCOc2ccccc2)cc1	8	3
113	Cc1oc(-c2ccccc2)cc1C(=O)Nc1ccc2ccccc2c1	7	1
114	COC(=O)C1=C(C(=O)OC)SC2(S1)C(C(=O)OC)=C(C(=O)OC)SC1=C2c2cc(C)cc(C)c2NC1(C)C	3	7
115	CCOC(=O)c1c(N)sc(C(=O)N2CCOCC2)c1C	4	-2
116	Cc1nc2c(Cl)cccc2[nH]1	9	0
117	CC(=O)Oc1cccc(N2C(=O)C3CC=CCC3C2=O)c1 (stereo not drawn)	10	3
118	CCn1c(C)c(C(C)=O)c(N2CCC(C(N)=O)CC2)nc1=S	6	2
119	CCN1CCN(C(c2cccnc2)c2cc(Cl)c3cccnc3c2O)CC1 (stereo not drawn)	12	-9
120	ON1C2CCCCC2N(O)C1c1ccccc1C(F)(F)F (stereo not drawn)	6	4
121	CC(C)CO/C(=N/S(=O)(=O)c1ccccc1)c1ccccc1	4	-1
122	Cn1c(=O)[nH]c(=O)c2c1nc(N1CCCCC1)n2CCSc1nc2ccccc2o1	10	13
123	COc1ccc(S(=O)(=O)Nc2ccc(S(=O)(=O)N3CCCCC3)cc2)cc1C	8	8
124	Cc1cccc(C)c1NC(=O)/C(C#N)=C/c1cccs1	10	9
125	CCN(CC)S(=O)(=O)c1ccc2c(c1)nc(CCC(=O)Nc1cccc(C(F)(F)F)c1)n2CC	9	4
126	O=[N+]([O-])/C(=C\Nc1ccccc1Cl)S(=O)(=O)c1ccccc1	3	0
127	O=C(OCC1COc2ccccc2O1)c1c(F)cccc1F (stereo not drawn)	10	1
128	CC(=O)c1cc(C#N)c(SCc2ccc(F)cc2)nc1C	-1	-8
129	CCc1nc(Nc2ccc3c(c2)OCCO3)c2oc3ccccc3c2n1	2	5
130	CCOc1cc(Cl)c(S(=O)(=O)NCc2ccccn2)cc1Cl	30	17
